Compound activity (PubChem BioAssay)
TEAD-YAP inh = TEAD-YAP interaction inhibition; HEK-TIYL cells, TEAD-Gal4/YAP UAS-luciferase luminescence; inhibition, % at 9.12 µM; 640,000 compounds, 1.4% hits; in the data active = inhibition above about 32%;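 note: 0% = median of test compound wells and 100% = reference inhibitor wells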
FBW7 act = human FBW7 E3 ligase activation, primary screen; AlphaScreen FBW7–phospho-cyclin E peptide binding, activator screen; normalized activity (activation), % at 26.1 µM; 650,000 compounds, 0.13% hits; AID 1259310; in the data active = normalized activity above about 1.9%;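 note: purified mutant Fbw7 with reduced substrate affinity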
Target sequence (Q969H0 whole entry, looked up): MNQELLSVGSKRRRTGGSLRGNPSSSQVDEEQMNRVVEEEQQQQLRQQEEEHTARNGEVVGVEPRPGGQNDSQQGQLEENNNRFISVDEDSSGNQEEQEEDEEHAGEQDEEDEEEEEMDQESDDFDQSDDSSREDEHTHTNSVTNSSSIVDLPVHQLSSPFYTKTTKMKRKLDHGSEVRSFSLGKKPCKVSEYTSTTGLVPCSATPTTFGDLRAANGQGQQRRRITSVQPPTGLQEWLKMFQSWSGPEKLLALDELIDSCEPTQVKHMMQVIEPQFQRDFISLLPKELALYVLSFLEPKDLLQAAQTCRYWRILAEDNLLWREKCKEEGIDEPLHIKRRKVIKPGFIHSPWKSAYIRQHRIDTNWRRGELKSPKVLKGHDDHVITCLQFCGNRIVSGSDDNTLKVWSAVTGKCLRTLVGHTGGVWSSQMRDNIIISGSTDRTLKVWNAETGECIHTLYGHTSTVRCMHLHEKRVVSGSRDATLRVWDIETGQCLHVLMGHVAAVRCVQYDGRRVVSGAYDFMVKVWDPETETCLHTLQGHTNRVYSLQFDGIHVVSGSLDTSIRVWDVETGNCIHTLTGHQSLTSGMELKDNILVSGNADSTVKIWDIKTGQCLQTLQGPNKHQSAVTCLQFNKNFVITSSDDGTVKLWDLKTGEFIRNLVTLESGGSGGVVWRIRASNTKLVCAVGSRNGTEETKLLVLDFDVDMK
GPR151 ag = human GPR151 activation; Q8TDV0; PathHunter beta-arrestin GPR151 cells, luminescence; 650,000 compounds, 1% hits; activation, % at 11.2 µM; in the data active = activation above about 4.9%;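 note: 0% = median of compound wells and 100% = cells with positive control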
Target sequence (Q8TDV0 whole entry, looked up): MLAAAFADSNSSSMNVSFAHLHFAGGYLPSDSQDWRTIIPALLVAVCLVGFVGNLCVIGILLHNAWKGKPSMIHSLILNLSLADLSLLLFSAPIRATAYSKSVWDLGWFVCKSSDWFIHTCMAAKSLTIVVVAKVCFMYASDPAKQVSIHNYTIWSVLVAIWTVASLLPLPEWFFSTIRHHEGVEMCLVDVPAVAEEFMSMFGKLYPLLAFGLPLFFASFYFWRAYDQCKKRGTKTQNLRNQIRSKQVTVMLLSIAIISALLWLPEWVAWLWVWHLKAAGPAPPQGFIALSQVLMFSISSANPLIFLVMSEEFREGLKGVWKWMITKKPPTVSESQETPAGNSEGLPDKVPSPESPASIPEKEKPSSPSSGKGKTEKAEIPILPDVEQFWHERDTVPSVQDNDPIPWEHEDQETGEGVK
MITF primary = blocks human microphthalmia-associated transcription factor; AID 1259374; 650,000 compounds, 0.91% hits; AlphaScreen MITF homodimerization, bead proximity signal; O75030; inhibition, % at 2.6 µM; in the data active = inhibition above about 50%;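 note: 0% = vehicle wells with protein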
* hit, by the source's call; & = joins results of further samples; ! = not confirmed by another sample.

SMILES	TEAD-YAP inh	FBW7 act	GPR151 ag	MITF primary
COC(=O)c1ccc(NC(=O)c2snc3c(=O)[nH]c(C)nc23)cc1	-4	-0.2	0.2	3
COc1cc(C(=O)Nc2c3c(nn2-c2ccc(C)cc2)CSC3)cc(OC)c1OC	-10	0.1	2.6	-5
CCOC(=O)C1=C(C)Nc2nc(SCC)nn2C1c1ccccc1Cl (stereo unspecified)	8	-0.1	1.6	-1
O=C(CCCCCn1c(=S)[nH]c2ccc(Br)cc2c1=O)N1CCOCC1	-6	-0.2	0.1	-8
CCOc1ccccc1NC(=O)c1ccc2c(c1)C(=O)N(CC(C)C)C2=O	-6	-0.1	0.6	0
Cc1nc2cccnc2n1C1CCN(Cc2ccc(O)cc2)CC1	2	-0.2	0.4	-4
COC(=O)C1=C(C)NC(=O)NC1c1ccccc1O (stereo unspecified)	12	0.1	0.6	6
CCOC(=O)N1CCN(S(=O)(=O)c2ccc(C(=O)Nc3sc4c(c3C(N)=O)CCN(C(=O)OCC)C4)cc2)CC1	6	0.1	0.5	8
CC(CNS(=O)(=O)c1ccccc1)Sc1nncn1C (stereo unspecified)	-4	0.0	1.1	-9
COc1ccc2oc(-c3ccc(NC(=O)COc4ccccc4[N+](=O)[O-])cc3)nc2c1	-11	-0.2	1.2	-2
Cc1ccc(S(=O)(=O)NCC2CC(=O)N(c3ccc(F)cc3)C2)cc1 (stereo unspecified)	12	0.2	-1.8	-4
Cc1nn(C)cc1CN(C)C(Cc1ccc(F)cc1)C1CCN(Cc2cnn(C)c2)CC1 (stereo unspecified)	5	0.0	0.4	-8
CN(Cc1ccc2c(c1)OCO2)C1CCCCC1	-20	-0.2	0.6	31
COc1cccc(-c2nnc(NC(=O)c3cc(Cl)sc3Cl)o2)c1	-5	0.1	2.4	9
O=C(N/C(=C/c1ccccc1)C(=O)N1CCCCCCC1)c1ccccc1	4	0.3	0.5	6
CCCCCOC(=O)c1ccc(N)cc1	-53	-0.2	-0.9	-6
NC(=O)c1nc(-c2cccc(Cl)c2)nc2c1[nH]c(=O)n2-c1ccccc1	1	0.6	-0.5	10
Cc1ccc(-c2csc3ncnc(NCCC(=O)O)c23)cc1C	5	0.0	0.1	11
CC(C)CC(NC(=O)c1ccccc1)C(=O)OCC(=O)N1c2ccccc2Sc2ccccc21 (stereo unspecified)	-1	0.0	-1.0	-8
CCOc1ccc(-c2nc3n(n2)C(c2ccccc2)C(C(N)=O)=C(C)N3)cc1 (stereo unspecified)	2	-0.1	1.2	7
Cn1c(/C(C#N)=C(O)/C=C/c2ccc([N+](=O)[O-])cc2)nc2ccccc21	-4	-0.1	-1.3	-4
CC(=O)OCC1O[C@@H](n2c(F)c(C)c(=O)[nH]c2=O)C(OC(C)=O)[C@H](OC(C)=O)[C@@H]1OC(C)=O (stereo partly specified)	5	0.1	-0.2	-3
COC(=O)C1=C(C)N(C)C(=O)NC1c1cc(Br)c(O)c(OC)c1 (stereo unspecified)	5	0.0	1.9	-4
C=CCNC(=S)/C(=C(/O)c1cccs1)[n+]1ccccc1	5	0.0	1.4	12
COc1cc(OC)cc(C(=O)NCc2nc(-c3ccc(Cl)cc3)no2)c1	4	0.1	-0.6	4
O=C(Nc1ccccc1Br)c1nn2c(C(F)(F)F)cc(-c3ccccc3)nc2c1Br	-10	0.1	-1.1	2
Cc1ccccc1CNC(=O)C(=O)NCCCOC(C)C	6	-0.1	1.8	3
NC(=O)c1sc2nc(N3CCCCC3)c3c(c2c1N)CCCC3	-3	0.1	0.3	-5
COc1ccc(C2C(C(=O)Nc3ccc(C)c(F)c3)c3ccccc3C(=O)N2C2CCCCC2)cc1 (stereo unspecified)	-8	0.1	0.0	19
COc1ccc(NC(=O)CC2C(=O)N(c3ccc(F)cc3)C(=S)N2CCc2ccccc2)cc1 (stereo unspecified)	-13&-12	0.1&0.1	1.7&2.3	-8&-10
N#CC1=C(N)Oc2ccc3ccccc3c2C1c1ccccc1F (stereo unspecified)	52*	0.4	-0.6	-10
O=C(NCCCN1CCCC1=O)c1ccnc(Nc2ccncc2)c1	-5	0.1	-0.3	-9
CN(C)S(=O)(=O)c1cc(S(=O)(=O)N(C)C)c(Cl)cc1N	10	-0.2	0.7	-2
CNC(=O)C1CCN(C(=O)c2cnn(-c3ccccc3)c2-n2cccc2)CC1	-6	-0.1	-0.8	6
Cc1ccc2oc(=O)c3cc(C(=O)Nc4ccc(S(N)(=O)=O)cc4)sc3c2c1	10	0.2	-0.2	13
O=C(Nc1ccc(Br)cc1)c1nn2c(c1Cl)NC(c1ccc(Cl)cc1)CC2C(F)(F)F (stereo unspecified)	0	0.1	0.0	-21
CCC(Sc1nnc(-c2ccc(C)cc2)c(-c2ccc(C)cc2)n1)C(=O)Nc1ccccc1OC (stereo unspecified)	5	0.0	0.9	1
Cc1ccc(-c2nc3s/c(=C\c4cn(-c5ccccc5)nc4-c4ccc(OC(C)C)cc4)c(=O)n3n2)cc1	-4	0.1	-0.8	16
Cc1cc(C)cc(NC(=O)C2CCN(c3nccs3)CC2)c1	3	0.0	-0.4	-9
COc1ccc(-c2nc3sc(-c4ccc(OC)cc4)nc3s2)cc1	-2	0.4	-0.1	11
CNS(=O)(=O)c1cc(-c2nnc(Nc3ccc(C)cc3)c3ccccc23)ccc1C	6	-0.1	-1.2	2
O=C(CCNS(=O)(=O)c1ccc2nc(-c3ccccc3)[nH]c2c1)NCc1ccccc1	8	0.2	0.1	-5
CCC(C(=O)N(Cc1ccccc1)C(C(=O)Nc1c(C)cccc1C)c1ccccc1)N1C(=O)c2ccccc2C1=O (stereo unspecified)	4	0.3	-1.0	9
Cc1sc2ncn(CC(=O)NCC(=O)Nc3ccc(F)cc3F)c(=O)c2c1C	6	-0.3	-0.3	-4
O=C(COc1ccccc1)N[C@@H]1c2ccccc2C2(CCN(Cc3cccnc3)CC2)[C@H]1O	12	0.3	-1.3	16
CC(=O)Nc1sc(C)c(C)c1C(=O)Nc1ccc(C)cc1	-2	0.0	-0.1	5
COc1ccccc1N1CCN(C(=O)Cn2ncc3c2-c2cc(C)ccc2OC3)CC1	14	-0.1	-1.3	-5
CN(c1ccc(C(=O)N2CCC(C(N)=O)CC2)cc1)S(C)(=O)=O	4	-0.3	0.1	-8

Seven compounds drawn at random from the list so far, as already listed:
SMILES	TEAD-YAP inh	FBW7 act	GPR151 ag	MITF primary
Cc1cc(C)cc(NC(=O)C2CCN(c3nccs3)CC2)c1	3	0.0	-0.4	-9
COc1ccccc1N1CCN(C(=O)Cn2ncc3c2-c2cc(C)ccc2OC3)CC1	14	-0.1	-1.3	-5
CCC(C(=O)N(Cc1ccccc1)C(C(=O)Nc1c(C)cccc1C)c1ccccc1)N1C(=O)c2ccccc2C1=O (stereo unspecified)	4	0.3	-1.0	9
CC(=O)Nc1sc(C)c(C)c1C(=O)Nc1ccc(C)cc1	-2	0.0	-0.1	5
Cc1ccc(-c2nc3s/c(=C\c4cn(-c5ccccc5)nc4-c4ccc(OC(C)C)cc4)c(=O)n3n2)cc1	-4	0.1	-0.8	16
CCC(Sc1nnc(-c2ccc(C)cc2)c(-c2ccc(C)cc2)n1)C(=O)Nc1ccccc1OC (stereo unspecified)	5	0.0	0.9	1
CNS(=O)(=O)c1cc(-c2nnc(Nc3ccc(C)cc3)c3ccccc23)ccc1C	6	-0.1	-1.2	2

More results.
SMILES	TEAD-YAP inh	FBW7 act	GPR151 ag	MITF primary
COCCNC(=O)C(=O)NCc1cccc(CNC(=O)C(=O)NCCOC)c1	-2	0.1	2.3	-2
CCOc1cc(CNc2ccccc2SC)ccc1O	0	0.8	-0.3	9
Cc1cc(CNC(=O)CC2C(=O)NCCN2CC(c2ccccc2)c2ccccc2)on1 (stereo unspecified)	-7	0.0	-0.6	5
O=C1CSc2cc(S(=O)(=O)CCC(=O)NC3CCCCCC3)ccc2N1	4	-0.2	0.0	-7
CC(C)(C)NCC(O)Cn1c2ccc(Cl)cc2c2cc(Cl)ccc21 (stereo unspecified)	-5	-0.2	0.5	-1
CCOC(=O)N1CCN(C(=O)C2CC23CCN(Cc2ccc4cccnc4c2)CC3)CC1 (stereo unspecified)	-29	0.0	-0.5	13
CC(=O)Nc1cccc(NC(=O)CSc2nnnn2C(C)C)c1	-5	0.1	0.1	-17
Clc1ccc(-c2nnc(NCCN3CCOCC3)c3ccccc23)cc1	-14	0.2	-0.4	-12
N#C/C(=C/Nc1ccc([N+](=O)[O-])cc1)c1nc(-c2ccc(F)cc2)cs1	-9	0.0	-0.2	-8
CCC1C(=O)NCCN1Cc1ccc2c(c1)CN(Cc1ccc(OC)c(OC)c1)CCO2 (stereo unspecified)	13	-0.2	-0.5	6
O=C(NN1CCOCC1)c1c(Cl)cccc1Cl	3	0.0	2.4	4
CC(=O)NCC1Cc2cc(-c3ncccc3C)ccc2O1 (stereo unspecified)	8	0.0	0.1	0
Cc1ccc2c(c1)-c1c(cnn1CC(=O)N(C)c1ccc(F)cc1)CO2	4	-0.4	-1.5	-5
COc1ccc(N(C(=O)C(C)C)S(=O)(=O)c2ccc(OC)c(OC)c2)cc1	3	-0.1	1.2	-10
CN(C)c1nc(N)nc(-c2nc3ccccc3s2)n1	-43	-0.2	-0.6	-12
C/C(=N\NC(=O)c1ccoc1C)c1ccccn1	1	-0.1	-7.4	-2
CC[C@H](C)[C@@H]1NC(=O)[C@H]2CN(S(=O)(=O)c3ccc4ccccc4c3)CCN2C1=O	0	-0.1	-0.5	16
O=C(Nc1ccccc1Cl)c1ccc(F)c(S(=O)(=O)N2CCCc3ccccc32)c1	29	0.3	2.4	1
NC(=O)COC(=O)CC(NC(N)=O)c1cccc(Oc2ccccc2)c1 (stereo unspecified)	0	-0.1	1.0	-7
O=C(Nc1ccc(-c2noc(-c3ccccc3Br)n2)cc1)c1ccc(Br)o1	-36	0.0	0.1	5
CCOC(=O)N1CCN(C(=S)Nc2ccc(C)cc2)CC1	-7&-2	0.8&-0.1	6.0*!	-2&-6
O=C(Cn1c(=O)oc2cc(S(=O)(=O)N3CCCC3)ccc21)Nc1cccc(F)c1	3	0.0	0.5	8
COCCCNCCOCCOc1ccccc1-c1ccccc1	-1	-0.1	-1.1	47
COc1ccccc1OCC(=O)Nc1cc(-c2ccncc2)c[nH]c1=O	14	-0.2	-1.0	19
Cc1c(C(=O)NCC2CCCO2)sc2ncnc(N3CCN(c4ccccc4F)CC3)c12 (stereo unspecified)	4	-0.3	0.4	2
O=C1C(=C/C=C/c2ccccc2)C(=O)c2ccccc21	2	0.1	1.4	11
CCC(C)NC(=O)C(CC)NS(=O)(=O)c1ccc(OC)cc1 (stereo unspecified)	6	0.0	-0.5	3
CCCCn1c(SCC(=O)OCC)nnc1-c1ccco1	-2	0.0	0.9	-11
CCOc1ccc(NC(=O)Cn2c(C)cc3ccccc3c2=O)cc1	-2	0.1	-0.7	-17
O=C(Nc1ccc(F)c(Cl)c1)c1ccc(Cl)cc1[N+](=O)[O-]	-6	-0.2	0.3	-37
Cc1cc(SCC(=O)Nc2ccc(F)cc2)nc(=O)[nH]1	1	-0.1	0.0	15
CN1C2C=C(N(CCc3c[nH]c4ccccc34)C(=O)c3ccc(F)cc3)CC1CC2 (stereo unspecified)	12	0.0	0.0	7
O=C(NCCNc1ccc(Cl)cc1[N+](=O)[O-])c1ccc(Br)o1	-2	0.5	1.7	3
O=C(c1cccc2ccccc12)N1CCCc2ccccc21	0	0.1	-1.2	11
CCOc1ccc2c(c1)C(C)=CC(C)(C)N2C(=O)Nc1ccc(F)cc1	-4	-0.6	1.7	7
Cc1[nH]c2ccccc2c1C(=O)COC(=O)c1ccc(NC(N)=O)cc1	6	0.0	-0.9	0

Part of the list above in another layout:
Second line of a record: TEAD-YAP inh, FBW7 act, GPR151 ag, MITF primary
CN1C2C=C(N(CCc3c[nH]c4ccccc34)C(=O)c3ccc(F)cc3)CC1CC2 (stereo unspecified)
→ 12, 0.0, 0.0, 7
CCCCn1c(SCC(=O)OCC)nnc1-c1ccco1
→ -2, 0.0, 0.9, -11

Carrying on.
SMILES	TEAD-YAP inh	FBW7 act	GPR151 ag	MITF primary
COc1ccc(OC)c(Nc2nc(-c3cc4cc(Br)ccc4oc3=O)cs2)c1	-4	0.8	-0.7	6
CSc1ccc(/C=C/C(=O)N2CCC(C(N)=O)CC2)cc1	-29	-0.1	-0.8	-3
CSc1ncc(Cl)c(C(=O)Nc2ccc(S(=O)(=O)N(C)c3ccccc3)cc2)n1	-3	0.0	-0.5	11
CC(C)=CCC/C(C)=C/C=N/NC(=O)c1cc(O)cc(O)c1	-8	0.1	-0.4	18
Cn1c(=O)[nH]c(=O)c2c1nc(CN1CCN(c3ccccc3F)CC1)n2CC(N)=O	-11	0.1	0.0	11
C=C(C)CN(CC)CCC(=O)Nc1cccc(F)c1	11	0.0	-0.3	-5
CC(C)[C@@H](CO)Nc1ccc2ncc(-c3cccc(Cl)c3)n2n1	5	2.0*	-0.4	-2
Cn1c(=O)c2c(ncn2Cc2cc3c(cc2Cl)OCO3)n(C)c1=O	0	-0.1	-0.1	14
O=C1CN(C(=O)c2ccc([N+](=O)[O-])cc2)C(c2ccccc2)c2cc(Cl)ccc2N1 (stereo unspecified)	-1	-0.2	2.7	4
CC(=O)N(Cc1ccccc1)Cc1cc2cc3c(cc2[nH]c1=O)OCCO3	-16	0.0	-1.1	22
CCOc1nc(C)cc(COC)c1C#N	1	0.1	0.5	-15
O=C(COC(=O)COc1ccc(Cl)cc1)NCC1CCCO1 (stereo unspecified)	-6	0.4	0.6	-3
COc1cc(NC(=O)N(C)C23CC4CC(CC(C4)C2)C3)cc(OC)c1OC	2	-0.1	1.3	-4
C1=C(c2ccc3ccccc3n2)C(c2cccc3ccccc23)c2ccccc2N1 (stereo unspecified)	-40	-0.2	0.5	1
O=S1(=O)CC(O)C(NCc2ccco2)C1 (stereo unspecified)	3	-0.5	1.0	3
